Compound activity as filed in PubChem BioAssay.
Salmonella PhoP GFP – PhoP regulon inhibitors, Salmonella typhi PhoP promoter GFP reporter, confirmatory (AID 1850); Salmonella Typhi PhoP-promoter GFP reporter, fluorescence, 4 h; higher % means a stronger effect; inhibition, % at 50 µM; hits with a dose series show IC50 in µM; 310,000 compounds, 0.33% hits; in the data active = a potency from the dose series; inconclusive = inhibition mostly from about 25% at the one dose, without a potency; inactive = the rest, 99 in 100 with inhibition below about 19%;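 note: 0% = induced wells with vehicle and 100% = uninduced wells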
tuberculosis growth – growth inhibition of non-replicating M. tuberculosis (AID 488890). Mycobacterium tuberculosis non-replicating, growth inhibition; higher % means a stronger effect. inhibition, % at 25 µM; hits with a dose series show IC50 in µM. 320,000 compounds, 0.39% hits; in the data active = a potency from the dose series; inconclusive = inhibition mostly from about 82% at the one dose, without a potency; inactive = the rest, 99 in 100 with inhibition below about 76%;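 note: plate controls were DMSO cells for no effect and high antibiotic wells for full effect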
influenza NS1A – H1N1 influenza NS1A inhibitors, functional cell based assay (AID 504329); 340,000 compounds, 0.3% hits; inhibition, % at 12.5 µM; hits with a dose series show IC50 in µM; NS1A functional cell-based assay, percent inhibition; higher % means a stronger effect; in the data active = a potency from the dose series; inconclusive = inhibition above about 27% without an active follow-up result; note: strong numbers were not always called active
M. tuberculosis HTS – M. tuberculosis growth inhibition, HTS (AID 449762). M. tuberculosis H37Rv growth inhibition, 7H9 media; higher % means a stronger effect. inhibition, % at 25 µM, or IC50 in µM where a hit was titrated. 330,000 compounds, 0.59% hits; in the data active = a potency from the dose series; inconclusive = inhibition above about 70% without an active follow-up result;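 note: bacterial growth assessed after seven days of incubation; strong numbers were not always called active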
VEEV TC-83 Vero – inhibitors of VEEV TC-83 cytopathic effect, confirmation, Vero cells (AID 588727); Vero cells, VEEV TC-83 cytopathic effect inhibition; higher % means a stronger effect; 350,000 compounds, 0.13% hits; one-dose inhibition, % at 20 µM; IC50 in µM for titrated hits; in the data active = a potency from the dose series; inconclusive = inhibition mostly from about 14% at the one dose, without a potency; inactive = the rest, 99 in 100 with inhibition below about 12%; note: strong numbers were not always called active
VEEV TC-83 Vero 10K pilot screen – second read-out of VEEV TC-83 Vero, no call of its own (marks repeat the call); inhibition, %; measured here: 10K pilot screen inhibition
Active calls of the source: *; i = inactive; ? = inconclusive; . = no result given. Rows were taken by chance. About 1.5% of those tested had a hit in this group.

SMILES	Salmonella PhoP GFP	tuberculosis growth	influenza NS1A	M. tuberculosis HTS	VEEV TC-83 Vero	others
CCOC(=O)c1ccc(N2C=C(C(=O)OC)C(c3ccc(OC)c(O)c3)C(C(=O)OC)=C2)cc1	-12%	17%	-13%	-15%	0.8%
C[C@]12CCC3C(CC[C@H]4C[C@@H](O)CC[C@]34C)C1C[C@@H](O)C2=O (stereo partly specified)	.	12%	.	8%	.
Nc1nc(NCCO)nc(NC2CCCCC2)c1[N+](=O)[O-]	-15%	12%	-1%	0%	3.2%
Cc1ccc(-n2nc3ccc(NC(=O)C(C)C)cc3n2)cc1	2%	24%	-3%	0%	7.0%
O=C(O)c1ccc(/C=N/Nc2nnnn2-c2ccccc2)cc1	-5%	5%	-4%	-2%	i
CCc1ccc(NC(=O)CN(C)S(=O)(=O)c2ccc3[nH]c(=O)oc3c2)cc1	0%	-4%	-4%	0%	i
Cn1c(CN2CCCC2)nc2cc(NC(=O)C3CCCCC3)ccc21	4%	20%	17%	3%	i	VEEV TC-83 Vero 10K pilot screen=1.5
O=C(CN1CCCCCCC1)N/N=C/c1ccc(F)cc1F	11%	-36%	-3%	-4%	i
C=CCn1c(C)cc(C(=O)Cn2c(C(C)O)nc3ccccc32)c1C (stereo unspecified)	-9%	17%	-10%	-5%	0.6%
c1ccc(-n2c3ccccc3c3ccccc32)cc1	1%	-19%	.	-3%	i
CCC(C)(C(=O)Nc1c(C)cccc1C)N(C)C(=O)c1ccc2ccccc2n1 (stereo unspecified)	10%	-14%	-9%	-4%	i
CN(CC(=O)Nc1ccccc1C(=O)NC1CC1)Cc1cccs1	.	.	-9%	1%	6.0%
O=C(COc1ccc(F)cc1)Nc1cc(S(=O)(=O)N2CCCCC2)ccc1N1CCCCC1	-2%	13%	7%	2%	0.9%
Cc1cccc(NC(=O)C2CC(=O)n3ncnc3N2)c1 (stereo unspecified)	6%	-8%	.	9%	0.3%
O=[N+]([O-])c1ccc(-c2csc(N3CCCCCC3)n2)cc1	-8%	10%	-22%	6%	0.9%
COc1ccc(C2N(C(=O)N3CCOCC3)CCN2S(=O)(=O)c2ccc(C)cc2)cc1 (stereo unspecified)	-7%	5%	-6%	-5%	3.1%
O=C(NCc1ccc2c(c1)OCO2)C1CC(=O)N(CCc2ccc(Cl)cc2)C1 (stereo unspecified)	-2%	7%	-11%	7%	3.0%
O=C(Cc1csc(NC(=O)c2ccc(F)cc2)n1)NO	1%	-13%	-3%	38%	i
O=C(CSc1nnnn1-c1ccccc1)NCc1cccs1	2%	7%	-13%	-1%	i
COc1ccc(CC(=O)N/N=C/C=C/c2ccc3c(c2)OCO3)cc1OC	2%	16%	.	10%	1.0%
CCC1(C)Cc2c(sc3nnn(Cc4ccccc4Cl)c(=O)c23)CO1 (stereo unspecified)	1%	17%	-12%	12%	i
OC(CNCCc1ccc(Cl)cc1)COc1ccc2ccccc2c1 (stereo unspecified)	.	.	8%	.	i
COc1ccc(C(=O)N/C(=C\c2ccccc2)C(=O)Nc2cccc(C(=O)O)c2)cc1	2%	-16%	-23%	2%	0.6%
CCOc1ccccc1/C=N/Nc1nc(C)cc(=O)[nH]1	6%	2%	-15%	-10%	1.3%
COC(=O)c1c(NC(=O)c2ccc(C)cc2)sc(Cc2ccccc2)c1C	12%	-10%	11%	9%	1.2%

The last three records of the part before open the next one.
SMILES	Salmonella PhoP GFP	tuberculosis growth	influenza NS1A	M. tuberculosis HTS	VEEV TC-83 Vero	others
COc1ccc(C(=O)N/C(=C\c2ccccc2)C(=O)Nc2cccc(C(=O)O)c2)cc1	2%	-16%	-23%	2%	0.6%
CCOc1ccccc1/C=N/Nc1nc(C)cc(=O)[nH]1	6%	2%	-15%	-10%	1.3%
COC(=O)c1c(NC(=O)c2ccc(C)cc2)sc(Cc2ccccc2)c1C	12%	-10%	11%	9%	1.2%
C=CCn1c(O)c(C(CC)=NC2CC2)c(=O)[nH]c1=O	-1%	7%	1%	4%	5.9%
COCCCn1c(=S)[nH]c2ncccc2c1=O	5%	-2%	0%	4%	1.9%
O=C(C1CCC(N2C(=O)C3CC=CCC3C2=O)CC1)N1CCCCC1 (stereo unspecified)	7%	3%	-5%	-8%	0.4%
COc1ccc(CCNC(=O)C(=O)NCC2CCNCC2)cc1OC	0%	-17%	-1%	-2%	i
Cc1ccc(CN2CCS(=O)(=O)CC2)o1	-8%	9%	-5%	-1%	0.9%
O=S(=O)(c1ccc(Br)cc1)N1CCN(Cc2ccco2)CC1	1%	-4%	2%	-8%	0.8%
CC(Oc1ccc2c(-c3ccccc3)cc(=O)oc2c1)C(=O)N1CCOCC1 (stereo unspecified)	.	-2%	-6%	2%	6.1%
Cc1cccc(CN2CCN(Cc3nc4c(s3)CCCC4)CC2CCO)n1 (stereo unspecified)	0%	1%	7%	-5%	i
COc1ccc(CCC(C)NC(=O)Cc2ccc(OC)c(OC)c2)c(OC)c1 (stereo unspecified)	7%	11%	1%	6%	i
NC(=O)CC(NC(=O)c1ccc(Br)cc1)c1ccc(N2CCC(Cc3ccccc3)CC2)c([N+](=O)[O-])c1 (stereo unspecified)	5%	-1%	-10%	16%	0.1%
COc1cccc(CNC(=O)COc2ccc(C(=O)c3ccccc3)cc2)c1	3%	41%	7%	-6%	i
O=C(O)C1CCN(c2ccccc2[N+](=O)[O-])CC1	-1%	-6%	3%	1%	0.2%
Cc1ccc2c(C)c(C(=O)Nc3c(C)n(C)n(-c4ccccc4)c3=O)oc2c1	-7%	-13%	-14%	1%	0.5%
CC(=O)N1CCc2cc(S(=O)(=O)NC(Cc3ccccc3)C(=O)Nc3cc(C)ccn3)ccc21 (stereo unspecified)	3%	39%	-6%	-5%	1.7%
CCNC(=O)C(=O)Nc1ccc2c(c1)N(S(=O)(=O)c1cccs1)CCC2	-5%	-4%	-6%	-1%	9.4%
CC(OC(=O)C1CCCO1)C(=O)NC1CCCC1 (stereo unspecified)	11%	-17%	2%	-11%	2.0%
C=CCSc1ccccc1C(=O)Nc1ncn[nH]1	9%	-3%	3%	3%	1.3%
CCCCc1ccc(N=N/C(C(=O)Nc2ccccc2OC)=C(/C)O)cc1	-7%	3%	12%	5%	0.1%
FC(c1nc2ccccc2[nH]1)C(F)(F)F (stereo unspecified)	0%	1%	-3%	-3%	1.6%
CN(C)c1ccc(C2N(C(=O)N3CCOCC3)CCN2S(=O)(=O)c2ccccc2)cc1 (stereo unspecified)	-1%	1%	-4%	-4%	0.7%
O=C(O)c1ccccc1Sc1c([N+](=O)[O-])cc(C(F)(F)F)cc1[N+](=O)[O-]	-4%	62%	-2%	8%	5.6%
CN(C)Cc1cc(C(C)(C)C)cc(N2CCOCC2)c1O	.	.	-10%	.	0.0%
COc1ccc(S(=O)(=O)N2CCC(C(=O)NCc3cccc(OC)c3)CC2)cc1	-8%	-3%	-1%	-4%	i
Nc1c(C(=O)CSc2nnc(N3CCOCC3)n2-c2cccc(F)c2)c(=O)[nH]c(=O)n1C1CC1	.	-3%	-20%	0%	0.8%
Cn1ccc(C(=O)Nc2ccc(Br)cc2Br)n1	-6%	20%	17%	2%	1.4%

As a working copy, six of the compounds above.
SMILES	Salmonella PhoP GFP	tuberculosis growth	influenza NS1A	M. tuberculosis HTS	VEEV TC-83 Vero	others
CC(OC(=O)C1CCCO1)C(=O)NC1CCCC1 (stereo unspecified)	11%	-17%	2%	-11%	2.0%
C=CCSc1ccccc1C(=O)Nc1ncn[nH]1	9%	-3%	3%	3%	1.3%
CCCCc1ccc(N=N/C(C(=O)Nc2ccccc2OC)=C(/C)O)cc1	-7%	3%	12%	5%	0.1%
FC(c1nc2ccccc2[nH]1)C(F)(F)F (stereo unspecified)	0%	1%	-3%	-3%	1.6%
CN(C)c1ccc(C2N(C(=O)N3CCOCC3)CCN2S(=O)(=O)c2ccccc2)cc1 (stereo unspecified)	-1%	1%	-4%	-4%	0.7%
O=C(O)c1ccccc1Sc1c([N+](=O)[O-])cc(C(F)(F)F)cc1[N+](=O)[O-]	-4%	62%	-2%	8%	5.6%

Back to the main list; the 2 compounds before the break are reprinted first.
SMILES	Salmonella PhoP GFP	tuberculosis growth	influenza NS1A	M. tuberculosis HTS	VEEV TC-83 Vero	others
Nc1c(C(=O)CSc2nnc(N3CCOCC3)n2-c2cccc(F)c2)c(=O)[nH]c(=O)n1C1CC1	.	-3%	-20%	0%	0.8%
Cn1ccc(C(=O)Nc2ccc(Br)cc2Br)n1	-6%	20%	17%	2%	1.4%
COC(=O)CCCC1=CC2=C(c3ccccc3)C(=O)C(C)(OC(=O)C3CCCC3)C(=O)C2=CN1CCc1ccccn1 (stereo unspecified)	19%	20%	0%	-9%	i	VEEV TC-83 Vero 10K pilot screen=0.5
O=S(=O)(c1cccs1)N1CCN(CCc2ccccc2)CC1	2%	-6%	6%	-13%	5.0%
COc1ccc(N2C(=O)CC(Sc3nc4ccccc4s3)C2=O)cc1 (stereo unspecified)	-9%	?	10%	69%	3.4%
COC(=O)c1ccccc1NC(=O)CN(c1cc(OC)ccc1OC)S(C)(=O)=O	-9%	7%	6%	-3%	0.7%
COc1ccc(C(C)(C)NC(=O)C2CCC(=O)N(C3CCCC3)C2)cc1OC (stereo unspecified)	1%	2%	-10%	-23%	1.5%
Cc1cc(C(=O)CCl)c(C)n1CC1COc2ccccc2O1 (stereo unspecified)	-3%	?	9%	?	9.5%
CN(C)c1ccc(/C=C/c2ccncc2)cc1	.	.	3%	.	4.5%
Cc1sc(NC(=O)CN(Cc2ccccc2)C(=O)C(C)C)c(C(N)=O)c1C	-12%	-1%	-6%	2%	i
Cc1ccc(S(=O)(=O)n2nc(OC(=O)c3c(F)cccc3Cl)cc2N)cc1	3%	70%	13%	-1%	i
CCN(CC)CCCn1c(=S)[nH]c2cc(C(=O)OC)ccc2c1=O	-17%	11%	1%	3%	2.3%
O=C(Cc1cccs1)Nc1ccc(Cl)c(S(=O)(=O)N2CCOCC2)c1	.	.	-1%	.	2.0%
COc1ccc(/C=N/NS(=O)(=O)c2ccc(NC(C)=O)cc2)cc1	16%	-16%	13%	-8%	0.2%
Cc1ccc(C)c(CN2CCCN(Cc3cc(C)ccc3C)S2(=O)=O)c1	8%	2%	-4%	0%	0.3%
COc1ccnc(-n2cccc2C=O)c1C#N	4%	-15%	1%	-10%	i	VEEV TC-83 Vero 10K pilot screen=0.6
C/C(O)=C/c1nc2ccccc2[nH]c1=O	-3%	1%	0%	3%	2.5%
Cc1csc(NC(=O)CSc2nnc(-c3ccoc3C)n2CCc2ccccc2)n1	3%	17%	4%	-2%	i
COc1ccc(C(=O)NN/C(C)=C/C(=O)C(F)(F)C(F)(F)C(F)(F)F)cc1	-4%	?	-4%	9%	0.3%
Cc1ccccc1C(=O)c1cccn1CC(=O)NC(C)c1ccccc1 (stereo unspecified)	-1%	3%	-1%	5%	8.6%
CCOc1ncccc1C(=O)NCc1ccccc1Cl	5%	7%	3%	-5%	1.3%
O=C(COC(=O)c1cccc(C(=O)OCC(=O)NC2CC2)n1)NC1CC1	-3%	6%	6%	8%	1.4%
Cc1ccccc1C(=O)NC1CCN(C(=O)NCc2ccccc2)CC1	10%	-12%	13%	-1%	0.6%
CCN(C(=O)CSc1nnnn1C)C1CCS(=O)(=O)C1 (stereo unspecified)	.	.	-5%	.	0.4%
CCCCOc1ccc(C(=O)OCC(=O)Nc2cc(C)on2)cc1	4%	38%	0%	-6%	1.4%
O=c1[nH]c(CN2CCN(c3ccc(O)cc3)CC2)nc2scc(-c3ccc(Cl)cc3)c12	6%	57%	13%	?	6.1%
CCc1cc(C(=O)OC)c(NC(=O)c2ccoc2C)s1	-3%	21%	-1%	8%	5.8%
NNC(=O)c1ccc(COc2ccc3ccccc3c2)cc1	-4%	9%	-9%	?	12%
COc1ccc(S(=O)(=O)N2CCCC(C(F)(F)F)C2)cc1 (stereo unspecified)	-4%	19%	-8%	3%	1.4%
